MEKK3 PB1 HTS: raises or lowers MEK5 binding to the human MEKK3 PB1 domain; Q99759; binding response (% of control), % at 10 µM; AID 1529; 1.4% of 290,000 active; bead-based flow cytometry, Alexa488-MEK5 binding to MEKK3; actives lie on both sides; 0 = blocked by unlabeled MEK5, 100 = vehicle;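 active = binding response more than 3 SD above or below the average of its plate-row segment, actives on both sides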;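 note: Alexa488 bead fluorescence after subtracting the streptavidin-only scavenger bead signal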
Target sequence (Q99759 whole entry, looked up, the tested form may be a part): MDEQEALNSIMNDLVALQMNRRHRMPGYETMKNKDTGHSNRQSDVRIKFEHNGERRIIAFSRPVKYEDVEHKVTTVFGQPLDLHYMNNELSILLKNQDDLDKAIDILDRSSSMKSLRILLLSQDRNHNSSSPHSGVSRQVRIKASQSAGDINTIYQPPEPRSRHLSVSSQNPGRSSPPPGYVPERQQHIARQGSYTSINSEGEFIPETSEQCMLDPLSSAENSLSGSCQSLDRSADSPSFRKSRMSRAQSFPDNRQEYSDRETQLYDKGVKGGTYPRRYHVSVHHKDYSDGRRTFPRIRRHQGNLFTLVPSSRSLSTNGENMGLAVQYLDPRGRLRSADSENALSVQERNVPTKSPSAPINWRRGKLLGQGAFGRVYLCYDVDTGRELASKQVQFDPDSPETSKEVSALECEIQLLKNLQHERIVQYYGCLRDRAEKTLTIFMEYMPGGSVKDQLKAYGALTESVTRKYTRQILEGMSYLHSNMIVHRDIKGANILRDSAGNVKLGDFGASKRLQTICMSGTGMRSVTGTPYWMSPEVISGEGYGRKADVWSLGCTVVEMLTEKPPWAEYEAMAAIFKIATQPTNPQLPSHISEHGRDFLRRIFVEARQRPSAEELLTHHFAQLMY
MEKK2 mut-MEK5: signal of MEK5 binding to mutant human MEKK2 PB1 domain; percent response, % at 10 µM; 0.35% of 290,000 active; bead flow cytometry, Alexa488-MEK5 binding to MEKK2 mutant; in the data active = percent response above about 24%, passing the limit was not always enough; note: inactives centre near 1; some results filed as inactive read as strong as hits; reference of the scale not given here
NALP1 inh: blocks the NALP1 inflammasome reconstituted in yeast. S. cerevisiae NALP1/ASC/caspase-1 growth, X-gal OD620, 72 h. inhibition, % at 10 µM. 0.61% of 280,000 active. AID 2071; in the data active = inhibition mostly above about 24%, no sharp cut-off; inactive = mostly below about 32%; note: some compounds called inactive have numbers as strong as hits
PfM18AAP inh: blocks P. falciparum M18 aspartyl aminopeptidase; AID 1822; recombinant PfM18AAP, H-Glu-NHMec fluorogenic cleavage; inhibition, % at 7.35 µM; 1.2% of 290,000 active;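 active = inhibition above the campaign mean inhibition over all tested compounds plus 3 SD, cut at about 28% in these data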;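 note: 0% = plate median of test compound wells and 100% = 2 mM ZnCl2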
IDE cell inh: inhibitors of human insulin-degrading enzyme in cells; P14735; HEK cells, FAbetaB cleavage, fluorescence polarization; inhibition, % at 5.59 µM; 0.41% of 320,000 active; AID 434962;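 active = percent inhibition above the average of all tested compounds plus 3 SD, set per screening campaign, cut at about 16% in these data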;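 note: IDE supplied by intact live HEK cells; FP after avidin binding of uncleaved biotin substrate so inhibition keeps polarization high; 0% = DMSO wells and 100% = 60 µM reference IDE inhibitor Ii1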
p-CIP stab down: compounds decreasing mouse p/CIP protein stability | Q05BA5 | F442A p/CIP-EGFP cells, EGFP fluorescence, 16 h | decrease of EGFP signal, % at 10 µM | 0.01% of 290,000 active | AID 1984;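 active = EGFP signal decrease of at least 30% at 10 µM or well 3 SD below plate mean, unless failing retest; inactive = the rest, including hits failing retest or dose response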; note: some compounds called inactive have numbers as strong as hits; many of its hits are not listed in these tables
UBC9 SUMO inh: SUMOylation inhibition. AID 2006. 0.36% of 290,000 active. HTRF SUMOylation assay, SAE1/SAE2 + UBC9, in vitro. P63279. inhibition, % at 35 µM; in the data active = inhibition above about 50%, passing the limit was not always enough; note: strong numbers were not always called active
Target sequence (P63279 whole entry, looked up): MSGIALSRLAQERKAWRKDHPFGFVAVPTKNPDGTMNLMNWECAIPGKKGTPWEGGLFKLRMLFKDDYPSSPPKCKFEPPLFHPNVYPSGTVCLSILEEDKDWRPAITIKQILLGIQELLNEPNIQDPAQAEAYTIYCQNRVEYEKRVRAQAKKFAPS
IDE cell activ: boosts human insulin-degrading enzyme activity in HEK cells; 0.073% of 340,000 active; P14735; activation, % at 5.96 µM; AID 493087; FAbeta-B cleavage, fluorescence polarization; 0% vehicle, 100% cell-free pure enzyme wells;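 active = activation above the mean of all tested compounds plus 3 SD, set per screening campaign, cut at about 17% in these data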
MEKK2wt PB1 HTS: raises or lowers MEK5 binding to wildtype human MEKK2 PB1 domain; Q9Y2U5; bead flow cytometry, Alexa488-MEK5 binding to MEKK2 WT; actives lie on both sides; binding response (% of control), % at 10 µM; 1.1% of 290,000 active; AID 1531; in the data active = binding response below about 67% or above about 130%
* = called active by the depositor; · = no result given.

MEKK3 PB1 HTS	Molecule	MEKK2 mut-MEK5	NALP1 inh	PfM18AAP inh	IDE cell inh	p-CIP stab down	UBC9 SUMO inh	IDE cell activ	MEKK2wt PB1 HTS
104	S=C(Nc1ccccc1)Nc1ccc(Br)cn1	-5	-16	-2	-2	2	0	-2	97
103	COc1ccc(C(CC(=O)N2CCCCC2)C(C)C)cc1 (stereo not drawn)	5	-8	5	4	-10	-1	0	102
98	O=C(CN1CCCC1)Nc1ccc(S(=O)(=O)N2CCCCC2)cc1	2	8	-1	4	1	6	-4	99
97	CCc1noc(C)c1C(=O)OCC(=O)Nc1ncc(Cl)cc1Cl	-6	-14	-11	-4	0	9	5	100
98	O=C(NNC(=O)c1ccccc1-n1cccc1)c1cccc(Cl)c1	17	-1	-9	-1	-14	-2	2	100
104	Cc1occc1C(=O)N1CCCC(CCC(=O)NCc2ccc(F)c(F)c2)C1 (stereo not drawn)	4	-4	-16	-6	-4	0	-1	101
103	CCC(=O)Nc1sc2c(c1C(N)=O)CCN(Cc1ccccc1)C2	0	9	18	8	-2	13	3	100
104	O=c1[nH][nH]c2cc(=O)n(-c3cccc(C(F)(F)F)c3)nc12	1	-12	-2	-6	-1	-4	2	102
103	COc1ccccc1NC(=O)N1CCc2[nH]c3ccc(F)cc3c2C1	-1	-24	3	1	-8	2	4	98
106	CC(C)CCOC(=O)C1[C@H]2C(=O)N(Cc3cccs3)C[C@]23C=C[C@H]1O3 (stereo partly drawn)	-6	-3	5	-3	1	8	5	103
103	Cc1ccccc1CC(=O)NCCN1CCCCC1	6	-7	1	1	-11	2	6	108
99	CC1=C/C(=N\OC(=O)/C=C/c2ccccc2)C(C)=CC1=O	1	1	7	-1	-16	-10	2	102
106	CCC(=O)Nc1cccc(Br)c1	4	·	-5	0	1	-3	0	105
103	C=CCOc1ccc(CNc2ccc(NC(=O)CCC)cc2)cc1OCC	40	19	-6	0	-7	-14	5	108
109	N#CC1=C(N)SC(N)=C(C#N)C1c1c(Cl)cccc1Cl	6	22	46*	1	2	-7	-5	106
136*	CS(=O)(=O)N(CC(=O)NCc1ccc2c(c1)OCO2)C1CCCCC1	1	6	-16	8	-3	10	-3	117
98	O=C(CN(Cc1ccccc1)C1=NCCS1)c1ccccc1	10	31	2	3	7	-9	-1	107
99	CCn1c(SCC(=O)c2ccc(OC)cc2)nnc1C(C)NC(=O)c1ccc(OC)cc1 (stereo not drawn)	3	39	2	5	4	0	5	103
106	COc1ccc(C)cc1S(=O)(=O)NC(C)c1cnn(-c2ccccn2)c1C (stereo not drawn)	7	15	-3	-1	-16	7	6	107
93	CCOc1ccc(OCC)c(S(=O)(=O)NNC(=O)c2c(C)nc3ccccn23)c1	-2	16	9	0	-4	-10	3	94
101	O=C(NCc1ccc(Cl)cc1)c1cc2c(s1)CS(=O)(=O)C2	-1	-83	-11	1	0	-8	6	96
104	O=C(CC12CC3CC(CC(Br)(C3)C1)C2)OCCN1CCCCC1	3	-12	6	-5	10	5	3	101
111	CCN(CC)S(=O)(=O)c1cccc(-c2nnc(SCC(=O)c3cc(C)n(C4CC4)c3C)o2)c1	1	19	·	0	-9	13	2	99
93	O=C(CCCCn1c(=S)[nH]c2ccsc2c1=O)NCc1ccc2c(c1)OCO2	-11	-12	14	4	7	0	-9	87
95	COc1cc(C2C(C#N)=C(N)OC3=C2C(=O)CC(C)(C)C3)cc([N+](=O)[O-])c1O (stereo not drawn)	-3	-7	11	1	5	-22	2	97
104	Cc1[nH]c2ccccc2c1C(=O)CCl	-8	7	-3	·	-17	10	-2	91
92	COCCNC(=O)c1cc2ncc(Br)cn2n1	-2	9	1	0	-4	-5	7	96
99	O=C(NCCc1ccccc1)c1ccc(-n2cnnn2)cc1	0	-14	-10	5	-7	-16	8	102
110	Cc1cccc(-c2n[nH]c(=S)n2Cc2ccccc2)c1	1	-3	18	3	-10	-8	-2	103
95	COc1ccc(CNC(=O)Cc2ccc(OC)c(S(=O)(=O)N3CCOCC3)c2)cc1	-8	10	3	-5	-6	27	-3	94
106	CN1C(=O)NC(c2cccc(O)c2)C(C(=O)c2cccs2)C1(O)C(F)(F)F (stereo not drawn)	4	-6	8	-2	-12	4	2	104
93	COCCNC(=O)CCSc1nc(-c2ccc(OC)cc2)cc(C(F)(F)F)n1	2	9	-6	0	1	17	-9	93
102	CC(OC(=O)CCCN=C1NS(=O)(=O)c2ccccc21)C(=O)NC1CCCCC1C (stereo not drawn)	6	19	2	-1	13	12	5	108
103	Cc1cc(F)ccc1N1CCC(N2CCN(C)C(CCO)C2)CC1 (stereo not drawn)	1	15	-5	2	6	-3	5	106
101	CC(C)(C)OC(=O)C(Cc1ccc(OC(C)(C)C)cc1)NC(=O)CNC(=O)CNC(=O)OCc1ccccc1 (stereo not drawn)	-1	22	-1	-10	1	-4	4	101
96	COC(=O)[C@H](CCSC)NC(=O)Nc1ccc(OC)c(Cl)c1	2	-1	8	3	-5	-4	2	98
101	COc1cccc(CNC(=O)CN(C)S(=O)(=O)c2cnc[nH]2)c1	-1	-5	1	1	-6	15	3	106
87	Cc1cc(Cl)ccc1OCC(O)CN1C(C)CCCC1C (stereo not drawn)	-2	8	7	3	-4	2	·	91
97	NC(=O)[C@@H]1CCCN1Cc1c(C(=O)N2CCc3ccccc3C2)nc2ccc(Cl)cn12	4	19	7	-1	7	-1	-4	103
100	CCOC(=O)C1=C(Cn2ccc(C(F)(F)F)n2)NC(=O)NC1c1ccc2c(c1)OCO2 (stereo not drawn)	3	12	4	-3	-5	11	1	98
100	O=C(C1CCCC1)N1CCC(CC2CC(c3cccc(Br)c3)=NO2)(C(=O)NCC2CCCCC2)CC1 (stereo not drawn)	-3	12	4	2	-9	-17	2	91
100	O=C(O)c1ccc(CN2C(=O)c3cccc4c([N+](=O)[O-])ccc(c34)C2=O)cc1	0	5	3	·	-261	12	1	99
98	O=C(O)COc1ccc(F)cc1Br	1	17	-5	6	0	18	2	104
101	CC(C)n1c(-c2ccc(C(C)(C)C)cc2)n[nH]c1=S	3	-9	0	-2	-8	-4	-14	99
105	CC(=O)c1ccc(NC(=S)Nc2cccc3cnccc23)cc1	-4	·	16	-1	0	98*	6	101
105	Nc1ncnc2c1ncn2CCNCCc1ccccc1	13	24	-4	-1	-2	7	4	110
104	O=C(CCC(=O)Nc1ccc(Cl)cc1Cl)N/N=C/c1ccc([N+](=O)[O-])o1	-1	-11	9	-1	-8	4	·	96
103	COc1ccc(C2NC(=O)c3sc4nc(C)c(C(C)=O)c(-c5ccc(Cl)cc5)c4c3N2)cc1 (stereo not drawn)	0	7	-14	4	-8	2	-14	100
85	O=C(N/N=C/C=C/c1ccccc1)c1cccnc1	-22	-11	-2	-4	2	11	0	94
102	COc1ccc(C(=O)NNC(=O)c2ccc(S(=O)(=O)N3CCOCC3)cc2)cc1	-2	10	-3	5	-1	-3	1	96
79	COc1ccc(C(=O)Nc2ccc(/C(C)=N/NC(=O)c3ccccc3O)cc2)cc1OC	-1	5	37*	1	-4	-3	8	93
105	Cc1ccc(-c2ccccc2[C@@H]2C[C@H]3CN(C)C(=O)[C@]34CCCN24)o1	2	-3	1	-1	-10	11	1	100
94	CN(C)CCN1C(=O)C2C(C(=O)Nc3cc(Cl)cc(Cl)c3)C3C=CC2(O3)C1C(=O)NC1CCCCC1 (stereo not drawn)	2	6	-13	0	-15	6	6	96
102	Cc1ccnc(NC(=O)c2cccc(S(=O)(=O)N3CCCC3)c2)c1	3	17	-2	-2	-10	-13	6	106
101	CCOc1ccc(N(CC(=O)Nc2ccc(C)c(F)c2)C2=NC3CS(=O)(=O)CC3S2)cc1 (stereo not drawn)	-4	9	5	2	2	-14	1	99
101	CCOC(=O)C1=C(c2ccccc2)N=C2SCC(=O)N2C1c1ccc(O)c(OC)c1 (stereo not drawn)	3	-4	11	-1	2	-5	1	96

5 entries already listed, sorted by the number in IDE cell inh, high to low.
MEKK3 PB1 HTS	Molecule	MEKK2 mut-MEK5	NALP1 inh	PfM18AAP inh	IDE cell inh	p-CIP stab down	UBC9 SUMO inh	IDE cell activ	MEKK2wt PB1 HTS
109	N#CC1=C(N)SC(N)=C(C#N)C1c1c(Cl)cccc1Cl	6	22	46*	1	2	-7	-5	106
94	CN(C)CCN1C(=O)C2C(C(=O)Nc3cc(Cl)cc(Cl)c3)C3C=CC2(O3)C1C(=O)NC1CCCCC1 (stereo not drawn)	2	6	-13	0	-15	6	6	96
104	S=C(Nc1ccccc1)Nc1ccc(Br)cn1	-5	-16	-2	-2	2	0	-2	97
85	O=C(N/N=C/C=C/c1ccccc1)c1cccnc1	-22	-11	-2	-4	2	11	0	94
95	COc1ccc(CNC(=O)Cc2ccc(OC)c(S(=O)(=O)N3CCOCC3)c2)cc1	-8	10	3	-5	-6	27	-3	94

Later entries.
MEKK3 PB1 HTS	Molecule	MEKK2 mut-MEK5	NALP1 inh	PfM18AAP inh	IDE cell inh	p-CIP stab down	UBC9 SUMO inh	IDE cell activ	MEKK2wt PB1 HTS
98	Cc1noc(C)c1CSCC(=O)N(C)CC(=O)Nc1ccc(Cl)cc1	4	12	-5	3	2	1	5	106
102	O=S(=O)(c1cccc(-c2csc(-c3cccnc3)n2)c1)N1CCOCC1	0	·	5	5	-1	11	7	96
99	COc1ccc(NS(=O)(=O)c2ccc(NC(=O)C3CC3)cc2)cc1	-1	0	-7	2	-12	2	2	99
105	COC(=O)c1ccc(NC(=O)CSc2nccn2CCc2ccccc2)cc1	5	-8	6	8	-8	11	-1	107
77	CC(NS(=O)(=O)/C=C/c1ccccc1)c1ccccc1 (stereo not drawn)	-11	-5	-2	-3	-30	0	-5	85
104	CN=C1S/C(=C\c2cccn2-c2cccc(Br)c2)C(=O)N1C	2	·	8	-1	·	·	·	102
104	CC(C)(C)NC(=O)C(Cc1ccccc1)N1C(=O)c2ccccc2C1=O (stereo not drawn)	8	-5	4	2	-9	6	4	103
106	O=C1C=CC(=O)N1c1ccc(I)cc1Cl	6	-6	-6	-1	3	7	·	104
92	O=C(CNC(=O)C12CC3CC(CC(C3)C1)C2)N/N=C\c1ccccn1	-3	-9	2	1	-11	12	0	93
109	Cc1onc(-c2c(Cl)cccc2Cl)c1NC(=O)NNc1ccccn1	9	-3	40*	6	-2	12	4	105
84	CCN(CC)CCOC(=O)/C=C/c1ccccc1	-19	4	-13	-1	-17	30	0	90
109	c1ccc2c(c1)OCCc1c-2[nH]c2ccccc12	10	11	2	4	-10	14	-2	109
97	COc1ccccc1CNC(=O)C(=O)NCC1OCCCN1S(=O)(=O)c1ccc(F)cc1C (stereo not drawn)	5	17	-4	-5	-3	13	2	105
98	COc1ccccc1NC(=S)NNC(=O)c1cc(C)n(C)n1	1	-14	12	5	-3	9	1	100
103	O=C(CSc1ccccc1Cl)N1CCC(c2nc3ccccc3s2)CC1	6	20	-7	-1	-11	-7	2	102
103	CC(C)(C)c1ccc(S(=O)(=O)Nc2ccccn2)cc1	-2	14	1	1	0	13	-4	101
107	COc1ccc(/C=N\NC(=O)/C(=C\Nc2nccc(C)n2)NC(=O)c2ccccc2)cc1	7	15	5	13	-11	23	-1	106
91	N#Cc1c(Nc2ccccc2)c(C=O)c[nH]c1=O	-4	5	3	2	-6	1	3	91
·	S=C(NCc1cccnc1)Nc1ccc(Cl)cc1	·	-4	1	-10	-12	2	2	·
79	COc1ccc(C(=O)c2sc(Nc3cccc(OC)c3)c(C(=O)Nc3cccc(C)c3C)c2N)cc1	-19	3	11	5	-1	-4	12	78
103	COc1ccc2cc(-c3ccon3)ccc2c1	4	17	6	5	12	-14	-9	104
98	CCC1=NC(c2ccc(OC)cc2OC)N(O)C1(C)C (stereo not drawn)	6	24	5	1	-51	16	11	102

Bioassay records as filed in PubChem.

Some of the compounds tested. The share of hits here may be higher or lower than overall.
